NOD2 RIPK2 PPI: blocks binding of human NOD2 to RIPK2; CHO BLA complementation NOD2-RIPK2, CCF4 ratio; inhibition, % at 4.98 µM; 360,000 tested, 0.38% active; AID 624267; in the data active = inhibition above about 21%;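 note: 0% = vehicle only and 100% = reference blocker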
TLR9-MyD88 inh: TLR9-MyD88 interaction inhibition; 340,000 tested, 0.21% active; inhibition, % at 4.98 µM; AID 504734; Q9NR96+Q99836; CHO BLA complementation TLR9-MyD88, CCF4 FRET ratio;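 active = inhibition above the mean over all tested compounds plus 3 SD, cut at about 21% in these data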;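 note: 0% = DMSO only wells and 100% = clavulanate BLA inhibitor control wells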
HTR2A ag: agonists of mouse serotonin 5-HT2A receptor (HTR2A); CHO-K1 mHTR2A beta-arrestin complementation, luminescence; percent of 30 µM serotonin response; activation, % at 7.6 µM; 360,000 tested, 0.66% active;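 active = activation above a run cutoff, the mean activation of all tested compounds plus 3 SD, cut at about 14% in these data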;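 note: 0% = plate median of compound wells and 100% = 30 µM serotonin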
MC4R antag cAMP: antagonists of human melanocortin 4 receptor (MC4R) | P32245 | 360,000 tested, 0.48% active | inhibition, % at 6.5 µM | MC4R-expressing cells, MTII-stimulated cAMP, LANCE TR-FRET;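 active = inhibition above its plate's cutoff, the mean of tested wells on that plate plus 3 SD, cut at about 29% in these data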;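 note: 0% = Melanotan II alone and 100% = Melanotan II plus saturating MCL0020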
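Assay system: U2OS-MC4R stable cell line; Also added: Melanotan II; Technique: Eu-cAMP/anti-cAMP TR-FRET, emission 671 nm; Times: 30-min compound, 1-h challenge, 1-h detection, room temperature.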
MC4R ag barr: activates human MC4R beta-arrestin recruitment | U2OS MC4R beta-arrestin complementation, luminescence; percent of melanotan II response, DMSO zero | 360,000 tested, 0.98% active | activation, % at 8.9 µM | P32245;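 active = activation above a per-plate cutoff, the mean activation of sample wells on that plate plus 3 SD, cut at about 8% in these data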
ABCB6 inh MLPCN: blocks the human ABCB6 transporter; K562-ABCB6 porphyrin accumulation, flow cytometry, 1 h; stronger effect = lower value; fluorescence ratio to DMSO, % at 10 µM; 360,000 tested, 0.19% active; AID 602162;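 active = fluorescence ratio to DMSO below 75%, the collection mean minus 3 SD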;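 note: signal is porphyrin accumulated inside mitochondria; 100% equals median channel fluorescence of DMSO control wells; lower ratio means ABCB6 inhibition with less porphyrin fluorescence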
ABHD5-PLIN5 inh: inhibitors of human ABHD5-perilipin-5 interaction | Q00G26+Q8WTS1 | Split G. princeps luciferase complementation, luminescence, 4 h | inhibition, % at 4 µM | 360,000 tested, 0.78% active | AID 602281;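 active = inhibition above the mean inhibition across every tested compound plus 3 SD, cut at about 22% in these data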;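 note: 0% = DMSO only wells and the 100% control is not disclosed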
Target sequence (Q00G26 whole entry, looked up): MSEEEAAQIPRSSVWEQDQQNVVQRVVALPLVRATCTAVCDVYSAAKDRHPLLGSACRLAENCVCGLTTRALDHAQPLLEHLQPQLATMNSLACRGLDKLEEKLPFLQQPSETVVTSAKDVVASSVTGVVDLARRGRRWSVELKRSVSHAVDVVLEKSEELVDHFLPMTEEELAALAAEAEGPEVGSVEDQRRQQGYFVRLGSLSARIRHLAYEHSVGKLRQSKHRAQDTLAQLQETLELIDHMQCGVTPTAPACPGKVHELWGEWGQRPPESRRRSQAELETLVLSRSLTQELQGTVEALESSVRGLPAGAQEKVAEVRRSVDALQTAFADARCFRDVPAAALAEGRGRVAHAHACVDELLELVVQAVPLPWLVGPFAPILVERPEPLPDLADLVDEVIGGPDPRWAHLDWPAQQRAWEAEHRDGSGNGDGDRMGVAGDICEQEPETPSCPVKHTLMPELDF
Target sequence (Q8WTS1 whole entry, looked up): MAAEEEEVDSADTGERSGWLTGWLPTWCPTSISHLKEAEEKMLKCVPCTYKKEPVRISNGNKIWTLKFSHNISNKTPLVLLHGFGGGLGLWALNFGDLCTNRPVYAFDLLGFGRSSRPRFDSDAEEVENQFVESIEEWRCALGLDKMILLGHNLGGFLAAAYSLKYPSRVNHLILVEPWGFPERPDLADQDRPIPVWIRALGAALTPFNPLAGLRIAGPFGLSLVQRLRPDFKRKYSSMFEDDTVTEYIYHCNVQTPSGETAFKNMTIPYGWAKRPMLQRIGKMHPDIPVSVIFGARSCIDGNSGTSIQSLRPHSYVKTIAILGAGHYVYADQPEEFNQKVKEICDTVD
Cardio protect: modulators protecting cardiomyocytes from myocardial damage | H9c2 cardiomyocytes, H2O2 injury protection, ATPLite, 2 h | protection from H2O2 cell death, % at 20 µM | 360,000 tested, 0.63% active | AID 588492;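 active = compounds giving at least 50% protection of heart cells from peroxide-induced death in the single-dose screen, raw or plate-pattern-corrected value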;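 note: 0% = DMSO wells with peroxide and 100% = DMSO wells without peroxide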
Glyco luc inh: N-linked glycosylation inhibition | reporter increase, % at 12.5 µM | AID 588692 | D54 ERlucT glycosylation luciferase reporter, 24 h; percent of 100 nM tunicamycin response | 360,000 tested, 0.23% active;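 active = mean luciferase reporter signal, scaled so untreated is 0 and the glycosylation-blocking control 100, at or above a set limit in every replicate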;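 note: luciferase carries N-glycosylation sites so blocking glycosylation raises the light; 0% = median of neutral control wells and 100% = median of 100 nM tunicamycin wells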
NCOA2 inhibitor: human SRC2 (NCOA2) inhibition; inhibition, % at 9 µM; AID 651957; HEK293 GAL4-SRC2 luciferase reporter, luminescence; 370,000 tested, 0.17% active; Q15596;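 active = inhibition above the mean inhibition of all tested compounds plus 3 SD, set per campaign, cut at about 52% in these data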;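 note: 0% = DMSO treated cells and 100% = cells given Gossypol at 36 µM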
* marks the source's active call; other numbers are inactive results; nt = not tested or not shown. A portion of the library (hit frequency here may not be typical).

SMILES	NOD2 RIPK2 PPI	TLR9-MyD88 inh	HTR2A ag	MC4R antag cAMP	MC4R ag barr	ABCB6 inh MLPCN	ABHD5-PLIN5 inh	Cardio protect	Glyco luc inh	NCOA2 inhibitor
CCOc1ccc(C(=O)OCCCN(C)C)cc1	-2	13	-3	8	-0.2	99	1	2	-2	1
CC1=CC(=O)N(c2ccc(C)cc2)C1c1ccc(Cl)cc1 (centres undefined)	-1	5	-3	5	-0.4	101	1	-4	-4	1
COC(=O)[C@@]1(Cc2ccc(F)cc2)[C@H]2c3cc(C(=O)N(C)C)n(Cc4ccc(Cl)c(C(F)(F)F)c4)c3C[C@H]2CN1C(=O)c1ccccc1	3	nt	8	nt	nt	131	9	nt	nt	-5
Nc1ccc(S(=O)(=O)c2ccc(Cl)cc2)cc1	-9	-1	-5	0	-0.4	95	1	20	0	-4
Cc1ccc(C)c(NC(=O)CN(C)C(=O)Cc2coc3cc(C)c(C)cc23)c1	4	0	1	4	-3.7	95	0	1	1	nt
Cc1ccc(/C=C/C(=O)OCC(=O)Nc2ccccc2Sc2ccccc2)cc1	3	-6	-1	0	3.4	97	7	-4	2	-5
O=C(CCCOc1ccccc1)N1CCN(S(=O)(=O)c2cccc(F)c2)CC1	-1	4	3	-6	-1.7	101	2	-1	1	-13
CC(C)(C)C(=O)NC(=S)N1CCc2ccccc21	6	2	-3	-1	-0.6	107	-8	-9	4	-2
NC(=O)c1cc([N+](=O)[O-])ccc1N1CCN(Cc2ccccc2)CC1	8	-9	-1	-1	0.5	96	6	-1	0	15
COc1ccc(C(=O)CCC(=O)NCCc2ccccc2F)cc1	-9	-7	-4	1	-0.5	99	0	3	2	-13
CCCCCCCCOC(=O)CCn1[nH]c(=O)c2ccccc2c1=O	-13	-15	4	19	2.0	97	0	5	2	-5
COc1cc(OC)c(NC(=O)CCc2ccccc2)cc1Cl	-6	-3	0	0	0.4	101	1	4	0	-31
Cc1cc(C)cc(OCC(=O)N(Cc2ccco2)c2c(N)n(Cc3ccccc3)c(=O)[nH]c2=O)c1	-9	3	-3	3	-0.6	99	1	6	0	-3
Cc1cc(C)n2nc(C(=O)OCC(=O)N(C)CC(=O)Nc3ccc(F)cc3)nc2n1	2	2	10	11	-1.3	94	-1	2	1	7
CSc1ccc(/C=N/N2CCN(Cc3ccc(Cl)cc3)CC2)cc1	-8	-5	0	11	0.8	94	-7	-14	1	9
CCc1cccc(CC)c1NC(=O)C1CN(S(=O)(=O)c2ccccc2)CCN1S(=O)(=O)c1ccccc1 (centres undefined)	3	4	2	1	-2.7	100	-1	1	2	1
COc1ccccc1NC(=O)C(=O)N/N=C(\C)CC(=O)Nc1ccccn1	-5	-3	-1	15	-1.4	100	-4	6	-2	-30
Clc1ccccc1NCSC1=NCCS1	-7	10	7	2	-1.8	99	1	-3	1	0
C[C@@H]1CN([C@@H](C)CO)C(=O)CCCn2nncc2CO[C@@H]1CN(C)S(=O)(=O)c1ccc(-n2cccn2)cc1	2	-1	3	6	-1.4	100	1	-10	1	-6
CN1C(=O)C(CC(=O)O)S/C1=N\N=C\c1ccc(O)cc1O (centres undefined)	-9	-1	2	-5	1.5	96	1	-6	2	-7
Cc1ccc(Cn2nc(C)c(NC(=O)C3(C)CC3(Br)Br)c2C)cc1 (centres undefined)	5	-3	1	2	-0.6	97	-2	-1	-2	-11
COc1ccc(S(=O)(=O)N[C@H](C(=O)N2CC[C@@]3(O)CCCC[C@H]3C2)c2ccccc2)cc1	-4	-9	2	2	-0.5	94	9	18	0	-6
CCn1c(=O)cc(OCC(=O)N(C)c2ccccc2F)c2ccccc21	-3	0	-3	0	0.3	97	7	23	0	3
Cn1ncc2c(Nc3ccc(Cl)c(Cl)c3)ncnc21	1	6	0	8	1.7	100	2	-5	1	-52
COc1ccc(/C=C2\SC(=S)N(CCC(=O)NC3C=CS(=O)(=O)C3)C2=O)cc1 (centres undefined)	-14	1	-5	-7	-1.5	89	-1	-6	2	52
CCCC(C)c1nnc(NC(=O)CN2C(=O)c3ccccc3C2=O)s1 (centres undefined)	-10	-4	-1	5	-2.4	99	-2	-3	1	-1
CC(C)(C)OC(=O)C[C@@H]1C/C=C\C[C@H](CC(=O)NCCO)C(=O)NC[C@@H](c2ccccc2)OC1=O	-7	1	-5	1	0.2	103	0	10	4	-16
Cc1nn(CC(=O)NCc2cccc3ccccc23)c(=O)c2ccccc12	-4	-4	-2	-4	19*	98	-1	-3	3	-21
COc1ccc(C2=NS(=O)(=O)N(C)C(C(=O)NC3CCCCC3)=C2)cc1OC	-1	-5	2	11	-0.7	96	7	-12	0	-19
c1ccc2c(c1)OCCOCCOCCO2	-6	-2	0	0	-0.8	119	5	2	0	12
CCN1C(=O)/C(=C\N(C)C)S/C1=N\S(=O)(=O)c1ccccc1	-1	7	-2	2	-2.5	96	2	0	-1	-4
O=C(NC1(C(=O)O)CCCC1)c1ccccc1	13	-5	0	17	-0.9	94	-1	1	0	-23
O=C(Nc1nnc(-c2ccco2)s1)C1CCCCC1	-8	6	5	-11	0.2	98	5	-5	-3	-39
COc1cc(NC(=O)C(C)(C)C)c(C(=O)OCC(=O)Nc2cc(C)on2)cc1OC	1	-2	3	10	2.6	89	12	1	2	-27
COc1cccc(C2CC(c3ccccc3OC)n3nc(N)nc3N2)c1 (centres undefined)	0	-2	-1	5	-0.4	100	-1	12	-3	-8
Cc1noc(C)c1S(=O)(=O)Nc1ccc2c(c1)C(=O)N([C@H](C)CO)C[C@H](C)[C@@H](CN(C)C(=O)CCCN(C)C)OCCCC[C@@H](C)O2	-11	5	4	2	0.7	101	-12	1	1	3
COc1cc(/C=C2/C(=O)NN(c3cccc(C)c3)C2=O)cc([N+](=O)[O-])c1O	2	5	9	-6	-2.1	91	11	4	-1	-28
Cc1ccc(OCc2n[nH]c(=S)n2-c2ccc(Br)cc2)cc1	0	0	8	5	0.4	99	-13	-5	-1	2
CC(=O)OCC1=C(C(=O)O)N2C(=O)C(NC(=O)Cn3nc(C(F)F)c(Cl)c3C)C2SC1 (centres undefined)	2	-1	-1	17	-0.1	92	12	9	0	2
CC(=O)N1c2ccccc2C(C)=CC1(C)C	0	-5	3	10	1.2	98	3	2	2	14
Cc1[nH]c2ccccc2c1/C=N/NC(=O)CNC(=O)c1cccs1	-4	-16	-2	1	-1.5	97	2	5	2	13
CCC(C)NC(=O)Cc1c(OC)ccc2cc(Br)ccc12 (centres undefined)	2	6	5	15	4.3	107	-2	3	-1	17
O=C(O)CN1C(=O)/C(=C\c2cccc(OCc3ccccc3F)c2)SC1=S	4	5	3	14	-0.3	100	-2	1	3	5
COc1cccc(CNS(=O)(=O)c2ccc(-n3cnnn3)c(C)c2)c1	4	-7	-4	7	-1.3	96	4	-8	0	0
COc1ccc(/C=C/C(=O)Nc2cccc(C(C)=O)c2)cc1	1	10	1	0	-0.7	89	-9	-8	-3	-68
CCOC(=O)c1[nH]c(C)c(C(=O)N2CCN(C(=O)OCC)CC2)c1CC	-7	-4	3	-6	2.7	99	-1	9	0	-18
Cc1ccc(-n2[nH]c(C)c(/C=N/n3c(C)nc4ccccc4c3=O)c2=O)cc1	-2	4	2	22	1.0	101	-12	0	0	-28
O=C(Nc1ccc(Oc2ccccc2)nc1)C1CCCCN1Cc1ccc(O)cc1 (centres undefined)	1	-2	-4	-2	-2.1	95	15	2	2	-3
COC(=O)c1cc(NS(=O)(=O)c2ccc(N3CCCCC3)c([N+](=O)[O-])c2)cc(C(=O)OC)c1	-2	-2	-7	2	-0.7	106	3	19	-1	15
COc1ccc(OC)cc1	-2	5	3	14	0.1	103	-2	6	1	16

Arranged by the number under Glyco luc inh (highest first): some entries from above
SMILES | NOD2 RIPK2 PPI | TLR9-MyD88 inh | HTR2A ag | MC4R antag cAMP | MC4R ag barr | ABCB6 inh MLPCN | ABHD5-PLIN5 inh | Glyco luc inh | NCOA2 inhibitor
O=C(Nc1ccc(Oc2ccccc2)nc1)C1CCCCN1Cc1ccc(O)cc1 (centres undefined) | 1 | -2 | -4 | -2 | -2.1 | 95 | 15 | 2 | -3
Cc1ccc(-n2[nH]c(C)c(/C=N/n3c(C)nc4ccccc4c3=O)c2=O)cc1 | -2 | 4 | 2 | 22 | 1.0 | 101 | -12 | 0 | -28
CCC(C)NC(=O)Cc1c(OC)ccc2cc(Br)ccc12 (centres undefined) | 2 | 6 | 5 | 15 | 4.3 | 107 | -2 | -1 | 17

Continued:
SMILES	NOD2 RIPK2 PPI	TLR9-MyD88 inh	HTR2A ag	MC4R antag cAMP	MC4R ag barr	ABCB6 inh MLPCN	ABHD5-PLIN5 inh	Cardio protect	Glyco luc inh	NCOA2 inhibitor
CCOC(=O)Cn1nc(C)c(NC(=O)COc2ccc(F)cc2F)c1C	-2	-6	3	13	2.0	96	-2	-1	2	nt
CC(C)NC(=O)CSc1nccc(-c2cccs2)n1	-5	-18	3	8	0.7	98	-4	0	2	15
CCOC(=O)CN1NC2(CCCCCCC2)NC1=S	-4	2	6	10	-0.1	98	-3	-2	3	-6
CCOC(=O)N1CCC(NC(=O)c2cccnc2SC)CC1	-3	-8	2	9	2.1	104	1	-6	2	-5
COc1ccc2ccccc2c1/C=N/NC(=S)NCCN1CCOCC1	4	3	-1	2	-2.3	96	3	-1	1	-26
CCOC(=O)C1CCN(C(=O)Cn2cnc3sc(C)c(S(=O)(=O)N4CCCCC4)c3c2=O)CC1	-10	5	5	2	0.2	90	-3	-4	2	-17
Cc1onc(-c2ccccc2)c1C(=O)n1cccn1	-3	5	5	-1	0.1	108	-3	-5	-1	-17
Cc1c(C(=O)N2CCOCC2)sc(NC(=O)Cc2ccccc2)c1C#N	-1	8	4	9	-1.7	97	1	12	6	7
COc1ccc(CCNC(=O)N2CCOCC2)cc1	3	0	5	3	0.0	nt	-2	-3	0	-10
Cn1c(=O)c(=O)n(C)c2cc(S(=O)(=O)CCC(=O)Nc3c(F)c(F)c(F)c(F)c3F)ccc21	0	4	0	-1	-3.0	95	-19	1	-2	-2
CCc1ccc(OCC(O)CN2CCC(CN3C(=O)c4cccc5cccc(c45)C3=O)CC2)cc1 (centres undefined)	9	2	-8	7	1.4	94	11	-16	3	8
CCC(=O)Nc1cccc(NC(=O)CSc2nnnn2C)c1	1	-3	-3	1	-0.3	99	4	2	0	-6
CCOC(=O)[C@H](CCc1ccccc1)N[C@@H](C)C(=O)N1[C@H](C(=O)O)C[C@@H]2CCC[C@@H]21	-18	6	44*	-1	-0.4	101	-3	8	1	-31
O=C(NCCc1csc(-c2ccccc2)n1)c1cccs1	-13	7	3	-1	1.2	98	2	-5	-2	-5
O=C(CSCc1ccc(Cl)cc1)NN=C1CCCC1	2	9	-10	0	-1.8	97	-11	0	-2	-26
CC(C)CC(N)c1csc(NC(=O)c2cc(C(C)(C)C)nn2Cc2ccccc2)n1 (centres undefined)	18	nt	0	-2	4.7	103	-11	-11	-13	26
Cc1ccsc1CN(C)C(=O)CN1C(=O)NC(c2ccccc2)(c2ccccc2)C1=O	-4	7	0	2	2.9	93	-5	-2	-5	5
O=C(CSc1ncn[nH]1)Nc1ccccc1Sc1ccccc1	-4	8	7	9	-0.5	87	2	-5	-1	7
Cc1nn(C)c(C)c1NC(=O)c1ccc(Cl)cc1	-13	3	0	0	-2.0	91	0	4	1	-51

Screening results from PubChem BioAssay.
